ST2 IL33 inh: inhibitors of human ST2 (IL1RL1) binding to IL-33, primary screen, biochemical, AlphaLISA. Interleukin-1 receptor-like 1 (Homo sapiens), Q01638. AlphaLISA ST2-Fc/biotin-IL-33 interaction, 1 h. inhibition, % for hits at 17 µM. 78,000 compounds, 2.3% hits; in the data active = inhibition above about 30%; inconclusive = mostly about 10% to 28%
Target sequence (Q01638 whole entry, looked up): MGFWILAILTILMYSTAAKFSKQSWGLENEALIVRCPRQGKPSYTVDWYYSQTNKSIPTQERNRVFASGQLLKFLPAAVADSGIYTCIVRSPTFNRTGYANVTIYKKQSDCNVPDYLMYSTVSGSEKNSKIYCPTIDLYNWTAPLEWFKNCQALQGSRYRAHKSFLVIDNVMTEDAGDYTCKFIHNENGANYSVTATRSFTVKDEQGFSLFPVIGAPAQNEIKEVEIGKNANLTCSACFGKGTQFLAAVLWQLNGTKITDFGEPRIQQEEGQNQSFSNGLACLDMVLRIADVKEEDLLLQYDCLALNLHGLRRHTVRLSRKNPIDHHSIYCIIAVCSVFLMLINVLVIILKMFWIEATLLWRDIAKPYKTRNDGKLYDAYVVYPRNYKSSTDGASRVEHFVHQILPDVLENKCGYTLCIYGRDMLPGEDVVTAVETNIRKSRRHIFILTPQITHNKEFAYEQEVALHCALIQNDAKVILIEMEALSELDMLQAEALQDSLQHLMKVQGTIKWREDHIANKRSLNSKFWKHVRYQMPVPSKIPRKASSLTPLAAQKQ
* marks the source's active call; other numbers are inactive results; i = inactive; ? = inconclusive. These rows are one share of the data. The share of hits here may be higher or lower than overall.

The opening three records as a preview:
SMILES	ST2 IL33 inh
COc1cc(/C=C/CN2CCC3(CC2)c2ccccc2[C@@H](NC(=O)C(C)C)[C@@H]3OC)ccc1O	i
CC(C)C(O)(C#CC(O)(C(C)C)C(C)C)C(C)C	i
O=C(O)CCC(=O)N[C@H]1CCN2C(=O)c3cc(-c4ccc(Cl)cc4)ccc3NC(=O)[C@H]12	?

All compounds of this part (from the top)
SMILES	ST2 IL33 inh
COc1cc(/C=C/CN2CCC3(CC2)c2ccccc2[C@@H](NC(=O)C(C)C)[C@@H]3OC)ccc1O	i
CC(C)C(O)(C#CC(O)(C(C)C)C(C)C)C(C)C	i
O=C(O)CCC(=O)N[C@H]1CCN2C(=O)c3cc(-c4ccc(Cl)cc4)ccc3NC(=O)[C@H]12	?
Cc1ccccc1-c1cc(N2CCN(S(=O)(=O)c3ccc(Br)cc3)CC2)ncn1	?
Cc1nc(S(=O)(=O)n2ccnc2)c(C#N)c(C)c1Cl	i
O=C(Nc1ccc(F)cc1)c1cc(=O)c2ccccc2o1	i
COc1cc2c(cc1OC)CN(Cc1ccccc1[N+](=O)[O-])CC2	?
Cc1ccc(C2CC(C(F)(F)F)n3nc(C(=O)NC4CCCC4)c(Cl)c3N2)cc1 (centres undefined)	i
c1ccc(-c2ncn(CCCCN3CCCC3)c2-c2ccncc2)cc1	?
CN(Cc1ccccc1)c1ncccc1CNc1ncccc1Cl	i
CSc1ccccc1NC(=O)c1cc(C(C)C)on1	i
Cc1cccc(-n2ncc3c(Nc4ccc(F)cc4F)ncnc32)c1	i
CN(C)CC(=O)Nc1ccc2n(c1=O)C[C@H]1C[C@@H]2CN(C(=O)c2ccc3ccccc3c2)C1	?
CCOC(=O)c1sc(=NC(=O)c2ccc(OC(C)C)cc2)n(C)c1C	?
CN(C)c1ccc(/C=C\c2nc3ccccc3c(=O)n2-c2ccc(C(=O)O)cc2)cc1	i
Cc1cc(C)nc(Sc2ncnc3sc4c(c23)CCCC4)n1	i
COc1ccc(CN2CCN(c3ccccn3)CC2)c(OC)c1C	i
CN(C)CCC(=O)c1ccc(O)cc1	i
CC(=O)c1ccc(NC(=O)CN2CCCCC2)cc1	i
C=CCn1c(=O)c2c(nc3n2CCN3c2ccc(C)cc2)n(C)c1=O	i
Cc1cccc(C)c1OC1CN(C(=O)c2cnc3ccccn3c2=O)C1	?
CCOc1ccc(S(=O)(=O)Nc2ccc(OC(F)(F)F)cc2)c2cccnc12	i
O=C(Nc1ccc(Cl)cn1)c1ccc(OCc2ccccc2)cc1	i
Cc1nc(N2CCN(c3ccccn3)CC2)c2c(C)c(C(=O)N3CC(C)CC(C)C3)sc2n1 (centres undefined)	?
CCC1CN(S(=O)(=O)c2ccc3c(c2)NC(=O)CC(=O)N3)c2cc(C)ccc2O1 (centres undefined)	i

Among those listed so far, 9 contain a halogen:
SMILES	ST2 IL33 inh
O=C(O)CCC(=O)N[C@H]1CCN2C(=O)c3cc(-c4ccc(Cl)cc4)ccc3NC(=O)[C@H]12	?
Cc1ccccc1-c1cc(N2CCN(S(=O)(=O)c3ccc(Br)cc3)CC2)ncn1	?
Cc1nc(S(=O)(=O)n2ccnc2)c(C#N)c(C)c1Cl	i
O=C(Nc1ccc(F)cc1)c1cc(=O)c2ccccc2o1	i
Cc1ccc(C2CC(C(F)(F)F)n3nc(C(=O)NC4CCCC4)c(Cl)c3N2)cc1 (centres undefined)	i
CN(Cc1ccccc1)c1ncccc1CNc1ncccc1Cl	i
Cc1cccc(-n2ncc3c(Nc4ccc(F)cc4F)ncnc32)c1	i
CCOc1ccc(S(=O)(=O)Nc2ccc(OC(F)(F)F)cc2)c2cccnc12	i
O=C(Nc1ccc(Cl)cn1)c1ccc(OCc2ccccc2)cc1	i

Next part:
SMILES	ST2 IL33 inh
CCOC(=O)Cn1c(=O)n(-c2ccc(C)c(C)c2)c2nc(-c3ccc(CC)cc3)nc(C(N)=O)c21	i
C=CCNC(=O)C1CCCN(S(=O)(=O)CCC)C1 (centres undefined)	i
COc1ccc(S(=O)(=O)NCC2CCCN(C(=O)CCn3cccn3)C2)cc1 (centres undefined)	i
Cc1nnc(NC(=O)c2ccc([N+](=O)[O-])cc2Cl)s1	i
CCc1ccc(S(=O)(=O)N2CCSC2c2ccccc2)cc1 (centres undefined)	i
O=C1CC(c2ccc(F)cc2)Sc2nc(-c3ccccc3)nn21 (centres undefined)	i
COc1ccc(C2CC(=O)C3=C(C2)Nc2ccccc2NC3c2ccc(C)cc2)cc1OC (centres undefined)	i
COc1ccccc1C(=O)NCCn1cc(SCC(=O)Nc2ccc(F)cc2)c2ccccc21	i
CCOC(=O)c1sc2nc(C)nc(Nc3ccccc3OC)c2c1C	i
CC(Oc1ccccc1)C(=O)N1CCN(c2ccc([N+](=O)[O-])cc2)CC1 (centres undefined)	48%*
CCCOc1ccc(/C=c2\sc3nc(=O)c(Cc4ccccc4)nn3c2=O)cc1	i
Cc1c(C(=O)NCCCN2CCCC2=O)oc2ccc(S(=O)(=O)N3CCOCC3)cc12	?
CC(C)C(NS(=O)(=O)c1ccc2c(c1)oc(=O)n2C)C(=O)NCc1ccc(F)cc1 (centres undefined)	?
Cc1ccc(-c2csc(/C(C#N)=C/c3ccco3)n2)cc1	63%*
Cc1ccc(C2(O)CCN(Cc3nc4c(cnn4C)c(=O)[nH]3)CC2)nc1	i
CC(C)CN(CC(C)C)S(=O)(=O)c1ccc(C(=O)Nc2nc3c(s2)CCCC3)cc1	i
CCOC(=O)C1=C(C)NC2=C(C(=O)c3ccccc32)C1c1cc(Br)ccc1OCC (centres undefined)	i
CC(C)N=C(NS(=O)(=O)c1cccs1)c1ccccc1	i
CCOCCCNC(=O)C1c2ccccc2C(=O)N2CCc3ccccc3C12 (centres undefined)	i
CC(C)CCNC(=O)C1c2c(n(C)c3ccccc23)SCC(=O)N1c1ccc2c(c1)OCCO2 (centres undefined)	i
O=S(=O)(c1cc(F)ccc1F)N1CCN(c2cc(-c3ccc(F)cc3)ncn2)CC1	i
COc1ccc(C2=N/C(=C\c3ccc(SC)cc3)C(=O)O2)cc1[N+](=O)[O-]	i
CN(Cc1ccc2cccc(Cl)c2n1)Cc1nc(-c2cccnc2)no1	i
CCCn1ncc(C(=O)NC2CCCN(c3ncccn3)C2)c1C (centres undefined)	i
CC(NC(=O)c1ccc(Cl)cc1)C1CC2CCC1C2 (centres undefined)	i

Next section.
SMILES	ST2 IL33 inh
C=CCn1c(C)nc2c(sc3nc4c(cc32)COC(C)(C)C4)c1=O	i
CCOc1ccc(-n2c(SC(C)CC)nc3c(c2=O)SCC3)cc1 (centres undefined)	?
Cc1ccccc1C(=O)Nc1nc2ccc(Br)cc2s1	i
CC1CCCN(CCOCCOc2ccccc2)C1 (centres undefined)	i
CC1CCN(C(=O)CCNC(=O)[C@@H]2C[C@@H]3C=C[C@H]2C3)CC1	i
Cn1cc(I)c(-c2nc(-c3nonc3N)no2)n1	i
CC1(C)CC(NS(=O)(=O)c2ccc(S(N)(=O)=O)cc2)CC(C)(C)N1	i
CSC(C)C(=O)NCc1cccnc1Oc1c(C)cccc1C (centres undefined)	i
O=C(Nc1cccc(F)c1)Nc1cccc(Cl)c1	i
Cc1[nH]c(=O)[nH]c(=O)c1N1CCOCC1	i
Cc1cc(C)c(S(=O)(=O)NCCCn2c(C(F)(F)F)nc3cccnc32)c(C)c1	i
Cc1cc(C(F)(F)F)n2nc(C(=O)N3CCCC(c4ccn[nH]4)C3)cc2n1 (centres undefined)	?
Cc1ccc(S(=O)(=O)NC(=O)NN2CCCCCC2)cc1	i
CC(=O)C12c3ccccc3C(c3ccccc31)[C@H]1C(=O)N(c3ccc(Br)cc3)C(=O)[C@H]12	i
Cc1cnc(C)c(N2CC[C@@H](N3CCN(CCc4ccccc4)CC3)[C@H](O)C2)n1	i
CCOc1ccc(-c2nc(SCC(=O)Nc3ccc4c(c3)OCO4)n3[nH]c(=O)cc3n2)cc1	i
Cc1cccc(C(=O)Nc2cccc([N+](=O)[O-])c2C)c1	i
CCC(=O)N1CCN=C1SCc1ccc(Cl)cc1	i
O=C(O)c1ccc(-n2c(/C=C/c3ccc([N+](=O)[O-])cc3)nc3ccccc3c2=O)cc1	?
Cc1nonc1CN(C)C(=O)c1cn(C/C=C/c2ccccc2)nn1	?
Cc1ccc(S(=O)(=O)N(CC(=O)NC2CC2)c2cccc(Cl)c2C)cc1	i
COc1ccccc1N1CCN(C(=O)c2cccn3c(=O)c4cc5ccccc5cc4nc23)CC1	i
O=C(C1CCN(S(=O)(=O)c2cccnc2)CC1)N1CCCCCC1	i
COc1ccccc1NC(=O)C(C(C)C)N1C(=O)c2ccccc2C1=O (centres undefined)	i
Cc1nc2sc(C(c3ccc(Cl)cc3)N3CCC(C(N)=O)CC3)c(O)n2n1 (centres undefined)	i

Following part
SMILES	ST2 IL33 inh
CCSc1nnc(NC(=O)CC(NC(=O)C(F)(F)F)c2ccc(OC)cc2)s1 (centres undefined)	?
COCc1nnc(NC(=O)c2ccc(S(=O)(=O)N3CCCC3)cc2)o1	i
Cc1cc(C)c(Cn2cncn2)cc1CN1CC[C@H](CO)[C@@H](O)C1	i
CCC1CN(CCNC(=O)c2cccc(C(=O)OC)c2)Cc2cc(OC)ccc2O1 (centres undefined)	i
c1ccc(-c2nnn(Cc3nnc4n3CCCCC4)n2)cc1	?
O=C(Cc1ccccn1)N1CCC(C(O)c2cccs2)CC1 (centres undefined)	i
Cc1ccc(C)c(N2CCN(Cc3ccc(O)c([N+](=O)[O-])c3)CC2)c1	?
O=C(Cc1ccc(Cl)c(Cl)c1)OCCN1CCCC1	i
COCc1cc(CNC(=O)c2csc3c2CCCC3)[nH]n1	i
CN1C(=O)N(C)C2(c3ccccc3)N(C)C(=O)N(C)C12c1ccccc1 (centres undefined)	i
COc1cccc2c1OCC(CN1CCCN(C(=O)c3ccco3)CC1)=C2	i
CCOc1ccc(C2CC(=O)N3CN(c4ccccc4F)CSC3=C2C#N)cc1 (centres undefined)	i
CC1=CC(C)(C)N(C(=O)CSc2nnc3sc4ccccc4n23)c2ccccc21	?
O=C(Cc1c(C(=O)O)[nH]c2ccc(Cl)cc12)NCC1(c2ccccc2)CCCC1	i
CC(=O)NC(CO)C(=O)c1ccc([N+](=O)[O-])cc1 (centres undefined)	i
CCOc1ccc(NC(=O)c2cc3c(=O)n4cccc(C)c4nc3n2C)cc1	?
COc1ccc(/C=C(\C#N)c2nc3ccccc3[nH]2)cc1OCC#N	i
O=c1/c(=C/c2ccco2)sc2n1CN(c1ccc([N+](=O)[O-])cc1)CN=2	i
CCOc1ccccc1-c1cnc(N)nc1	i
Cc1ccc(C(=O)NCc2ccc([N+](=O)[O-])cc2)cc1	?
COc1cc(CC(=O)N2CCOc3ccc(CN4CCCCC4CO)cc3C2)cc(OC)c1OC (centres undefined)	?
CCc1csc(CNC(=O)c2ccc(N3CCCC(OC)C3)nc2)n1 (centres undefined)	i
NC(N)=Nc1nc2ccccc2s1	i
COc1ccc2cc(C(=O)NC(C)=O)c(=Nc3ccc(F)cc3)oc2c1	i
COc1cc(NC(=O)CCC2CCCN(C(=O)CN3CCCC3=O)C2)cc(OC)c1 (centres undefined)	?

(next part)
SMILES	ST2 IL33 inh
Oc1oc(-c2ccc(Br)cc2)nc1C=Nc1ccccc1I	?
COc1ccc(-c2ccc(C(C)=O)cc2)cc1	i
C[C@@H]1C(=O)O[C@H](C)[C@H]1C[C@@H](O)[C@](C)(O)[C@H]1CC[C@@]2(O)C3=CC(=O)[C@@H]4C[C@@H](O)[C@@H](O)C[C@]4(C)C3CC[C@]12C (some centres undefined)	i
COc1ccccc1C(=O)N/C(=C\c1ccc(Br)cc1)C(=O)O	i
C[C@@H]1CN(C2(C(=O)NCCn3cccn3)Cc3ccccc3C2)C[C@H](C)O1	?
CCC(C)Nc1nc2c(C)cccn2c(=O)c1C=Nc1ccc(OC)cc1 (centres undefined)	?
COc1cccc(-n2cc(CN(C)C(=O)c3nn(C)c4c3CCCC4)cn2)c1	i
CSc1cccc(NC(=O)Cc2c(C(=O)O)[nH]c3ccccc23)c1	i
CC(=O)c1ccc(C(=O)Nc2sc3c(c2-c2nc4ccccc4s2)CCN(C)C3)cc1	?
O=C1CSC2=NCN(c3ccc(Br)cc3)CN12	?
OC1CCN(Cc2ccc(Cl)cc2Cl)CC1	i
Cc1cccc(-n2ccnc2CN2CCCC(CNC(=O)c3cccc4ccccc34)C2)c1 (centres undefined)	?
CN1CCNC(=O)C12CCN(C(=O)C1=CC(=O)CC(C)(C)O1)CC2	?
CC(C)c1ccc(N(CC(=O)Nc2cccnc2)S(C)(=O)=O)cc1	i
O=S1(=O)CC2N=C(Nc3ccccc3Cl)SC2C1 (centres undefined)	i
COc1ccc(-c2cc(C(=O)N3CCCC3)c3ccccc3n2)c(OC)c1	i
Cc1c(N)cc(N)cc1C(=O)O	?
COc1ccc(CNC(=O)CSc2nnc(-c3cccc(OC)c3)n2C)cc1	?
C#CCn1c(=NC(=O)CSCC(=O)N2CCCC2)sc2ccccc21	i
COc1cc2c(cc1OC)C(C(=O)NC1CCCCC1)C1c3ccccc3CCN1C2=O (centres undefined)	i
O=C(c1cc(-c2ccc(Br)cc2)on1)N1CCCCCC1	?
COc1ccc(CC2=NS(=O)(=O)c3ccccc3N2)cc1OC	i
O=C(c1cc2ccccc2oc1=O)N1CCN(S(=O)(=O)c2cc3c4c(c2)CCN4C(=O)CC3)CC1	i
COc1cccc(N(CC(=O)Nc2cccc(F)c2)S(=O)(=O)c2ccc(C)cc2)c1	i
Cc1ccc(-c2nc3cnccn3c2NC2CCCCC2)o1	i

Continued.
SMILES	ST2 IL33 inh
CCn1nc(C)c(CNC(=O)C2CCC(=O)N(CCc3ccccn3)C2)c1C (centres undefined)	?
CCCCn1c(=N)n(CC(O)C(C)(C)C)c2ccccc21 (centres undefined)	i
Cc1ccc(NC(=O)c2ccc(Br)cc2)cc1[N+](=O)[O-]	?
O=[N+]([O-])c1ccccc1CN1CCN(Cc2ccccn2)CC1	i
CC(=O)Nc1ccc(S(=O)(=O)NC2=NCN(c3ccc([N+](=O)[O-])cc3)CN2)cc1	i
COc1ccc2c(c1)sc(=NC(=O)CSCC(=O)N1CCCc3ccccc31)n2C	i
Cc1nc2ccccc2c2c1C(=O)N(c1ccc(C(N)=O)cc1)C2=O	i
